High-throughput results: PubChem, National Center for Advancing Translational Sciences (NCATS)
Epigenetic reg = regulators of epigenetic silencing causing reporter derepression in mouse cells | murine LDR cells, GFP reporter derepression, 30 h | Potency, µM (doses to about 53.9 µM), inactives show at the highest dose GFP activation, most hits filed as activators | 0.2% of 280,000 active | AID 1865; further: % of control where 0% means no effect; nearly all actives have a fitted effect of over 60% in size
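Derepression of a silenced CMV-GFP reporter in murine LDR cells is scored by enumerating GFP-positive cells with a laser-scanning microplate cytometer after 30 hours of treatment at 37 C.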
Tau fluor cs = counter-screen for tau fibril formation inhibitors; Potency, µM (series often up to 57.7 µM), without a hit: at the top dose activity change, negative = decrease; AID 1463; tau K18 P301L Alexa594 fluorescence, heparin fibrillization; 0.93% of 280,000 active; further: on the % scale 0 is the no-effect control and ±100 the full control effect; nearly all actives have a fitted effect of over 55% in size
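Human tau K18 P301L (15 uM unlabeled, 0.24 uM Alexa 594-labeled) in 100 mM sodium acetate pH 7 with 20 uM heparin, 6 hr at 37 C. ThT 30 uM added, 1 hr ambient; Alexa 594 FP and total fluorescence read at 555/632 nm.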
Numbers without * were called inactive; ? = inconclusive; [ ] = another dose, or the depositor's remark. The call rests on the fitted dose curve; in most records, active means well fitted curve in the direction sought with a large enough effect; inconclusive means small, poorly fitted or top-dose-only effect, or another doubt; inactive means no such curve, though single readings can be large; an effect the other way counts as inactive or inconclusive. Potency means the concentration at half of the fitted maximal effect. These rows are one share of the data (hit frequency here may not be typical).

Every second line gives: Epigenetic reg, Tau fluor cs
1: CCn1nc(C)c2c(-c3ccccc3)cc(=O)n(C(C)C(=O)Nc3ccc(OC)c(OC)c3)c21 (centres undefined)
    2.3%, -23%
2: Cc1ccc(-c2nc(CCNC(=O)C(=O)Nc3ccc(C)cc3C)cs2)cc1
    2.2%, -1%
3: CCOC(=O)C1CCC(CN(Cc2ccc(OC)cc2)S(=O)(=O)c2ccc(C)cc2)CC1 (centres undefined)
    1.8%, -17%
4: O=C(CNC(=O)c1ccccc1)OCc1cc(=O)n2nc(C3CCCCC3)sc2n1
    0.8%, -12%
5: COc1ccc(NC(=O)c2cc(S(=O)(=O)N3CCOCC3)ccc2OC)cc1
    0.0%, -5%
6: CC(=O)c1ccc(N2CCN(S(=O)(=O)c3ccc(-c4cc(C(F)(F)F)on4)s3)CC2)cc1
    -0.1%, 3%
7: O=C(Nc1ccc(F)cc1)C1CCN(S(=O)(=O)c2ccc3c(c2)CCCN3C(=O)C2CCC2)CC1
    1.4%, ?
8: Cc1nc(-c2ccc(S(=O)(=O)N3CCN(c4cccc(Cl)c4)CC3)cc2)co1
    2.5%, -19%
9: CC(=O)c1cccc(NC(=O)CCn2nc(C)c(S(=O)(=O)N(C)C)c2C)c1
    -1.1%, -7%
10: COc1ccc(OC)c(CCNc2ncnc3onc(-c4ccc(Cl)cc4)c23)c1
    0.0%, ?
11: COc1cc2c(cc1OC)n(Cc1ccc([N+](=O)[O-])cc1)c(=O)n1nc(-c3ccccc3)nc21
    -1.3%, -15%
12: CCc1cccc(NC(=O)Cn2cc(C(=O)c3ccncc3)c(=O)c3cc(C)c(C)cc32)c1
    0.1%, -27%
13: COc1cccc(CSc2nc3cc(C(=O)NC4CCCC4)ccc3c(=O)n2Cc2ccccc2)c1
    0.0%, -14%
14: O=C(CN1C(=O)CSc2ccc(S(=O)(=O)N3CCOCC3)cc21)NCCCN1CCCCC1
    1.9%, 3%
15: Cc1nn2c(=O)cc(COC(=O)c3ccccc3NC(=O)C(C)C)nc2s1
    -3.5%, -1%
16: O=C(NCc1ccco1)c1ccc2c(c1)N(Cc1ccccc1)C(=O)c1ccccc1S2
    0.9%, -19%
17: O=C1C(c2ccc(F)cc2)N(CCc2ccccc2)C(=O)CN1C1CCCCC1 (centres undefined)
    2.4%, -8%
18: COc1ccc(Br)cc1CNC(=O)C1CCCCN1S(=O)(=O)c1ccc(F)cc1 (centres undefined)
    -0.9%, -22%
19: Cc1ccc(Cl)cc1N1CCN(C(=O)c2cccn2-c2nnc(N3CCCCC3)s2)CC1
    -1.5%, -9%
20: CSc1cccc(NC(=O)c2cnn(-c3ccc(F)cc3)c2-n2cccc2)c1
    -1.0%, ?

Full records, looked up by structure. Screens in order: Epigenetic reg | Tau fluor cs
CCn1nc(C)c2c(-c3ccccc3)cc(=O)n(C(C)C(=O)Nc3ccc(OC)c(OC)c3)c21 (centres undefined) is entered as 2.3% | -23%
Cc1nc(-c2ccc(S(=O)(=O)N3CCN(c4cccc(Cl)c4)CC3)cc2)co1 is entered as 2.5% | -19%

Next section:
Every second line gives: Epigenetic reg, Tau fluor cs
21: CCOC(=O)c1ccc(-c2ccc(/C=C(\C#N)C(=O)Nc3cccc(C)c3)o2)cc1
    ?, -11%
22: COc1cccc2c1Oc1ncccc1N(C(=O)Nc1cccc(Cl)c1)C2
    0.0%, ?
23: COc1ccccc1CNC(=O)CC1N=C2c3ccccc3N=C(SCC(=O)Nc3ccc(F)cc3)N2C1=O (centres undefined)
    1.0%, 0%
24: COc1ccc(C2C(C(=O)Nc3ccccc3)=C(C)Nc3c(C(=O)Nc4ccccc4)cnn32)cc1 (centres undefined)
    -1.3%, ?
25: CCOC(=O)c1cc(-c2ccccc2)n(CC(=O)NC(C)c2ccccc2)c1C (centres undefined)
    4.3%, -7%
26: COc1ccc(NC(=O)c2oc3ccc(S(=O)(=O)N4CCC5(CC4)OCCO5)cc3c2C)cc1Cl
    -1.2%, ?
27: Cc1ccc(CNC(=O)CNS(=O)(=O)c2cccs2)cc1
    2.8%, -7%
28: CCc1ccc(NC(=O)c2cc(S(=O)(=O)NC3CCCCCC3)ccc2F)cc1
    2.6%, -24%
29: CCOC(=O)c1cc(C)n(CC2CCC(C(=O)Nc3cccc(Cl)c3)CC2)c1C (centres undefined)
    -0.2%, -24%
30: CCOC(=O)c1ccc(NC(=O)Cn2cnc(S(=O)(=O)N3CCCC3)c2)cc1
    2.3%, 7%
31: CCc1ccc(N2C(=O)CS(=O)(=O)C23C(=O)N(Cc2ccccc2)c2ccccc23)cc1 (centres undefined)
    -1.3%, -15%
32: CCC(C)NC(=O)CN1C(=O)c2cccnc2Oc2ccc(C)cc21 (centres undefined)
    -1.1%, -1%
33: COc1ccc(C2c3c(n(C)c4ccccc34)C(=O)N2CC(=O)Nc2cccc(F)c2)cc1 (centres undefined)
    0.2%, -17%
34: COc1ccccc1CNC(=O)c1cc(Sc2cccc(Cl)c2)nc2ccccc12
    2.4%, -21%
35: Cc1c(Cl)cccc1NC(=O)Cn1cnc2nc3c(cc2c1=O)CCCC3
    -1.1%, 0%
36: COc1ccc(C2C(=O)N(C3CCCCCC3)CC(=O)N2CCc2ccccc2)cc1 (centres undefined)
    3.2%, 7%
37: COc1ccc(Cl)cc1NC(=O)COc1cccc2c(=O)n(C)ccc12
    -0.6%, -5%
38: O=S(=O)(Nc1cccc(F)c1)c1ccc2[nH]c3c(c2c1)CCCCC3
    5.1%, 8.9µM*[quencher]
39: Cc1cccc(C)c1NC(=O)CCSCCc1ccccn1
    -0.2%, -4%
40: CCOC(=O)CC(NS(=O)(=O)c1ccc2[nH]c3c(c2c1)CCCC3)c1ccccc1Cl (centres undefined)
    -1.1%, ?

Next section; the last three above are carried over.
Every second line gives: Epigenetic reg, Tau fluor cs
38: O=S(=O)(Nc1cccc(F)c1)c1ccc2[nH]c3c(c2c1)CCCCC3
    5.1%, 8.9µM*[quencher]
39: Cc1cccc(C)c1NC(=O)CCSCCc1ccccn1
    -0.2%, -4%
40: CCOC(=O)CC(NS(=O)(=O)c1ccc2[nH]c3c(c2c1)CCCC3)c1ccccc1Cl (centres undefined)
    -1.1%, ?
41: O=C(Cn1cnc2onc(-c3ccc(F)cc3)c2c1=O)Nc1ccc(F)c(Cl)c1
    1.3%, ?
42: COc1ccccc1C(=O)Nc1nnc2n1CCS2
    0.0%, 0%
43: Cc1cc(C)cc(N2C(=O)CSC23C(=O)N(CC(=O)Nc2ccc(F)cc2F)c2ccccc23)c1 (centres undefined)
    0.8%, ?
44: Cc1ccc(S(=O)(=O)C(CNC(=O)C(=O)NCCc2ccccc2)c2ccco2)cc1 (centres undefined)
    9.4%, 2%
45: O=C(CSc1nc2ccccc2c(=O)n1CCC(=O)NC1CCCCC1)Nc1ccccc1Cl
    -1.3%, -11%
46: COc1ccc(NC(=O)c2nnn(CC(=O)Nc3cccc(C)c3C)c2N)c(OC)c1
    -1.3%, -22%
47: CCc1ccc(NC(=O)C2CCN(S(=O)(=O)c3ccc4[nH]c5c(c4c3)CCCCC5)CC2)cc1
    1.1%, ?
48: COc1ccc(N2CCN(C(=O)c3cc4c(=O)n(Cc5cccs5)ccc4nc3C)CC2)cc1
    ?, -11%
49: Cc1ccc(CNC(=O)CCCn2nc(C)c3c(C)n(-c4ccccc4)nc3c2=O)cc1
    0.0%, 2%
50: Cc1ccc(S(=O)(=O)NCCc2cn3ccsc3n2)cc1
    0.8%, 2%
51: COc1ccc(N2CC(NC(=O)c3ccc(S(=O)(=O)N4CCOCC4)cc3)CC2=O)cc1 (centres undefined)
    3.8%, -5%
52: CCOc1ccc(CNS(=O)(=O)c2ccc3c(c2)CCCN3C(C)=O)cc1OC
    0.8%, -4%
53: COc1cccc(CN2CCc3nc(Nc4ccc5c(c4)OCCO5)ncc3C2)c1OC
    -4.9%, -26%
54: CCc1ccc(CNC(=O)C(CC)n2nc(C)c3c(C)n(-c4ccccc4)nc3c2=O)cc1 (centres undefined)
    6.1%, 9%
55: COc1ccc(NC(=O)c2sc3nc[nH]c(=O)c3c2C)cc1Cl
    0.8%, -12%
56: CCOC(=O)c1c(SCC(=O)Nc2cccc(C)c2C)nc(=O)[nH]c1C
    3.0%, -12%
57: CCOc1ccc(C2C(=O)N(C3CCCCCC3)CC(=O)N2CCc2ccc(OC)c(OC)c2)cc1OC (centres undefined)
    0.0%, -8%
58: Cc1ccc(-c2nc(CNC(=O)NC3CCCCC3)c(C)o2)cc1
    -4.7%, 13%
59: COc1ccc2nc(N3CCN(C(=O)c4ccco4)CC3)sc2c1
    6.9%, -16%
60: CCOc1cc(-c2nnc(SCC(=O)NC3CCCC3)nc2-c2ccc(OC)c(OCC)c2)ccc1OC
    0.8%, -14%
61: CCOc1ccc(S(=O)(=O)NCCc2csc(-c3ccc(Cl)cc3)n2)cc1
    0.0%, ?
62: Cc1cn(C)c(CC(=O)N2CCN(c3cccc(C(F)(F)F)c3)CC2)c1C(=O)O
    -1.3%, 3%
63: CCCCOc1ccc(CNC(=O)c2cnc3sc(N4CCCCCC4)nn3c2=O)cc1
    0.0%, 3%
64: Cc1cccc(S(=O)(=O)Nc2cccc(-c3ccc(N4CCCCC4)nn3)c2)c1
    -1.7%, -24%
65: Cc1cc(Nc2ccc(Cl)cc2C)nc(-n2nc(C)cc2C)n1
    3.4%, -10%
66: Cc1ccc2[nH]c3c(=O)n(CC(=O)N4CCN(c5cccc(C(F)(F)F)c5)CC4)ncc3c2c1
    -1.3%, -1%
67: O=C(NCc1ccccc1Cl)c1cccn1-c1nnc(N2CCCCC2)s1
    0.4%, -10%
68: COc1cc(C(=O)N2CCc3c([nH]c4ccccc34)C2c2ccc(C)cc2)cc(OC)c1OC (centres undefined)
    -2.8%, -11%
69: COc1ccc(NCc2cc3ccc(OC)cc3n(CC(=O)Nc3cccc(OC)c3)c2=O)cc1
    11%, ?
70: CC(C)(C)c1ccc(C(=O)Nc2ccccc2C(=O)OCc2cc(=O)n3ccsc3n2)cc1
    -6.4%, -5%
71: COc1ccc(-c2cn3cccnc3n2)cc1NC(=O)COc1ccccc1
    1.1%, -10%
72: CSc1cccc(NC(=O)Nc2ccccc2OCc2cc(=O)n3cc(C)ccc3n2)c1
    -3.7%, ?
73: Cc1nc2ccccc2n1CCc1nc2c3ccccc3nc(SCc3cccc(F)c3)n2n1
    -0.2%, -14%
74: COc1cccc(CNC(=O)CCNS(=O)(=O)c2ccc3c(c2)CCCC(=O)N3)c1
    1.3%, -6%
75: Cc1nc2c(C(=O)NCc3ccccc3)c[nH]n2c(=O)c1Cc1ccccc1Cl
    3.5%, -10%
76: COC(=O)c1ccc(NC(=O)CC2C(=O)N(c3ccccc3)C(=O)N2Cc2ccc(F)cc2)cc1 (centres undefined)
    2.0%, -29%
77: CCOCCc1nn2c(=O)cc(COC(=O)c3ccccc3NC(=O)c3ccccc3F)nc2s1
    3.8%, -13%
78: COc1ccccc1NC(=O)Cn1nc2c3cc(F)ccc3n(Cc3cccc(C)c3)cc-2c1=O
    -1.6%, -2%
79: CCCC(CCC)C(=O)Nc1nnc2n1CCS2
    1.4%, 7%
80: Cc1ccc(C2CCN(C(=O)Nc3ccc(C)c(C)c3)C2)cc1 (centres undefined)
    0.0%, 0%

Some of the entries above, set out differently.
item	mol	Epigenetic reg	Tau fluor cs
77	CCOCCc1nn2c(=O)cc(COC(=O)c3ccccc3NC(=O)c3ccccc3F)nc2s1	3.8%	-13%
76	COC(=O)c1ccc(NC(=O)CC2C(=O)N(c3ccccc3)C(=O)N2Cc2ccc(F)cc2)cc1 (centres undefined)	2.0%	-29%

(list continues)
Every second line gives: Epigenetic reg, Tau fluor cs
81: COc1ccc(CNC(=O)c2cc(-c3ccc(OC)c(OC)c3)nc3n[nH]c(-c4ccc(C)cc4)c23)cc1
    5.2%, -24%
82: CCc1ccc(NC(=O)C(=O)NCC(c2ccc3c(c2)OCO3)N2CCOCC2)cc1 (centres undefined)
    1.7%, 0%
83: Cc1ccccc1NC(=O)CN1C(=O)CCn2nc(-c3cccn3C)cc21
    0.0%, -8%
84: CCCCN(CC)C(=O)CSc1nc2ccccc2c(=O)n1Cc1ccco1
    -2.5%, -7%
85: O=C(CSc1nc2c([nH]c3ccccc32)c(=O)n1-c1ccc(F)cc1)N1CCCc2ccccc21
    0.0%, -1%
86: CCc1ccccc1NS(=O)(=O)c1ccc2oc(=O)c3ncn(C)c3c2c1
    4.3%, 5%
87: COc1ccc(NC(=O)c2c(NCc3cccc(OC)c3)sc3c2CCCC3)cc1
    1.1%, ?
88: COc1cc(OC)cc(C(=O)NCC(c2cccs2)S(=O)(=O)c2ccc(F)c(C)c2)c1 (centres undefined)
    13%, ?
89: Cc1ccc(C2=Nc3ccccc3N(CC(=O)Nc3cccc(F)c3)C(=O)C2)cc1C
    0.0%, -29%
90: COCCNC(=O)c1cc2n(n1)CCCN(Cc1ccc(C)cc1)C2=O
    11%, -4%
91: CCN(Cc1ccccc1)S(=O)(=O)c1ccc(N2CCCCS2(=O)=O)cc1
    3.1%, -8%
92: O=C(Nc1nnc2n1CCS2)c1cc(C(F)(F)F)cc(C(F)(F)F)c1
    1.4%, -9%
93: COc1ccccc1CNC(=O)c1ccc2c(c1)nc(C)n2-c1cccc(C)c1
    0.0%, -2%
94: CCc1ccc(NC(=O)CN2CCSc3ccc(S(=O)(=O)N4CCCC4)cc32)cc1
    0.0%, ?
